Screening data deposited in PubChem by National Center for Advancing Translational Sciences (NCATS).
RGS4 inhibitor – human RGS4 inhibition; Transcreener GDP fluorescence polarization, RGS4-accelerated GTP hydrolysis; Potency, µM (titrated, usually from 114 µM), for the others: top-dose activity change, negative = inhibition, hits mostly inhibitors; 0.039% of 390,000 active; AID 504845; also: potency is read from the fitted curve at half-maximal effect; % is scaled to controls: 0 for no effect and ±100 for the full control effect; nearly all actives have a fitted effect of over 75% in size; some results filed as inactive show a strong effect at the top dose
Target sequence (P49798 whole entry, looked up): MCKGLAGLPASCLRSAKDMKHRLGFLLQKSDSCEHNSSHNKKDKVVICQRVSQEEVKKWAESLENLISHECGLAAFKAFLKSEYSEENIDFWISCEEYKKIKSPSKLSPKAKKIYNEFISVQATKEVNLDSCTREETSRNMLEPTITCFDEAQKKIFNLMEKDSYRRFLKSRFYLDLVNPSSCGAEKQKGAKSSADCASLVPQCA
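MLSMR compounds (23 nl, pin-transferred) preincubated 10 min at room temperature with a 500nM (2x) first reagent, then RGS4 at 900nM (2x) plus Transcreener GDP mix added; fluorescence polarization (620/688 nm) read before and after 90 min at 30 °C.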
D2 antagonist – D2 dopamine receptor (human) antagonism; P14416; HEK293 TREx D2 cells, calcium flux, dopamine EC80; inhibition, % at 10 µM; 2% of 340,000 active; AID 485344; in the data active = inhibition above about 30%; also: 0% is about no effect
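Measurement of antagonist activity uses fluorescent calcium dye in inducible HEK293 T-REx D2 cells: 10 s baseline, compound addition with 180 s read, EC80 dopamine addition with a further 180 s read.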
Vif-A3F inh – Vif-A3F binding inhibition; 0.2% of 390,000 active; Potency, µM (highest dose often 46.1 µM), without a hit: at the top dose activity, negative = active; HeLa A3F-eYFP + Vif (tagged APOBEC3F with the HIV-1 protein that degrades it), YFP fluorescence increase; also: potency is read from the fitted curve at half-maximal effect; % of control where 0% means no effect; nearly all actives have a fitted effect of over 65% in size
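HeLa cells stably expressing A3F-eYFP plus Vif, plated and incubated overnight at 37 deg C, then exposed to compounds overnight at 37 deg C. Blocked degradation read as raised yellow fluorescence (Ex 488/Em 500-530).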
D2 ag – D2 dopamine receptor (human) agonism; HEK293 T-REx D2 cells, calcium flux agonist mode; activation, % at 2 µM; 0.53% of 340,000 active; AID 485358;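 active = activation over 3 SD above normal in the single-dose calcium agonist read, cut at about 30% in these data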; also: 0% is about no effect
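HEK293 Trex D2 cells, tetracycline-induced, o/n 30 C 5% CO2; no-wash Ca dye, RT 30–90 min; 10-cycle baseline, 23 nl cpd added, kinetic Ca read 180 s; agonist hits = positive Ca response.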
Vif-A3G inh – blocks the Vif interaction with human APOBEC3G. Potency, µM (top dose mostly 46.1 µM), for the others: at the top dose activity, negative = active, hits mostly inhibitors. 0.076% of 410,000 active. HeLa A3G-eYFP + Vif (tagged APOBEC3G with the HIV-1 protein that degrades it), YFP fluorescence, overnight;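 also: potency is read from the fitted curve at half-maximal effect; % is scaled to controls: 0 for no effect and ±100 for the full control effect; nearly all actives have a fitted effect of over 60% in size; hits raise eYFP signal because A3G escapes Vif-driven loss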
Target sequence (Q9HC16 whole entry, looked up): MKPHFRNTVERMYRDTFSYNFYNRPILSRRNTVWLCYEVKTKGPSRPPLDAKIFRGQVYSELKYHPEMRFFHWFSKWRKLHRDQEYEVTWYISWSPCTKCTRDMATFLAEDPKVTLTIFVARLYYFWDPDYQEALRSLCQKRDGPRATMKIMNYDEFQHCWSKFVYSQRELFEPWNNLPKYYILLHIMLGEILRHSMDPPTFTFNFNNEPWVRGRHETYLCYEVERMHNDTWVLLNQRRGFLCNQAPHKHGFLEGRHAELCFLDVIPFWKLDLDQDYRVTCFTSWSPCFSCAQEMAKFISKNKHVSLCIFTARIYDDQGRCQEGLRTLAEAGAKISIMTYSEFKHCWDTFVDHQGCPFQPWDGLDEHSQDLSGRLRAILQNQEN
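HeLa cells stably expressing Vif and C-terminally eYFP-tagged A3G, seeded overnight at 37 deg C, then exposed to compound by pintool overnight at 37 deg C. Rise in yellow fluorescence (Ex 488/Em 500-530, Acumen) marks blocked Vif-driven A3G degradation.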
ERG Ets-DNA blk – ERG Ets/DNA interaction inhibition; fluorescence polarization, His-ERG Ets domain / labelled DNA; Potency, µM (series often up to 76.9 µM), for the others: at the highest dose FP activity, negative = inhibition, usual class: inhibitors; 0.028% of 370,000 active; AID 624246; active = well fitted inhibition curve with a large enough effect in the polarisation, with a control signal flat; inconclusive = small, poorly fitted or top-dose-only effect, or effect the other way, or a change in a side signal; inactive = no such curve, though single readings can be large or run the other way; the % refers to the polarisation;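 also: polarization taken with two DNA probes labelled with fluorescein and Texas red; potency is read from the fitted curve at half-maximal effect; % of control where 0% means no effect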
Target sequence (P11308 whole entry, looked up, the tested form may be a part): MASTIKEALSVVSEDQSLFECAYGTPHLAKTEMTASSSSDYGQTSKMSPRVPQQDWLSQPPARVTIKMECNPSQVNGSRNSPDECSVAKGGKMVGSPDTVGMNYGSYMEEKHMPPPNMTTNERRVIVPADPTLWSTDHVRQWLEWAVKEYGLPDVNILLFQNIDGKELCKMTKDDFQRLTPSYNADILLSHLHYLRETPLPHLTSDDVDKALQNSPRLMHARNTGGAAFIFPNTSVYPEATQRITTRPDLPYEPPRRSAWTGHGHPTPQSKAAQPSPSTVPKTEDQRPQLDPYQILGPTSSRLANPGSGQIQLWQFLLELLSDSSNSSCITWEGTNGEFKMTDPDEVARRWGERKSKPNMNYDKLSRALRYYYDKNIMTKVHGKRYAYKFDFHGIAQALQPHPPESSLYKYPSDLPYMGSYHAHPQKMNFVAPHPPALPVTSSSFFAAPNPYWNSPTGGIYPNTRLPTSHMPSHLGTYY
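His-tagged ERG Ets domain (1 uM in the protein solution; 300mM KCl, 50mM Tris-HCl, 1mM EDTA, 1mM DTT, pH 7.5) received compound, then a probe mix of 5 nM fluorescein-DNA and 100nM Texas-615-DNA. Fluorescence polarization was read for both dyes.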
LDHA block – inhibitors of human lactate dehydrogenase A; activity change, % (values are at about 110 or 230 µM); P00338; AID 1347041; purified LDHA, NADH/diaphorase-resazurin fluorescence; stronger effect = lower value; 0.15% of 480,000 active; in the data active = activity change below about -30%; inconclusive = mostly about -25% to -30%;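 also: plate controls were DMSO wells for no effect and wells without enzyme for full effect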
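Human LDH5 at 2 nM final in Tris HCl pH 7.4 with 0.06 mM NADH and 0.2 mM pyruvate, reacted 5 minutes at room temperature. Remaining NADH coupled via diaphorase/resazurin; resorufin fluorescence read at 0 and 20 minutes, normalized to enzyme-free and DMSO wells.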
Glioma ERSR ind – inducers of ER stress response in human glioma cells; U87-MG GRP78 promoter luciferase reporter, 16 h; Potency, µM, for the others: at the top dose activation, actives largely listed as activators; 0.02% of 420,000 active; AID 602332; also: potency is read from the fitted curve at half-maximal effect; series mostly up to about 76 µM; % of control where 0% means no effect; nearly all actives have a fitted effect of over 35% in size
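Stably transfected U87-MG glioma cells carrying a GRP78-based luciferase sensor; 16 h compound incubation. Luminescence end-point read 10 min after Bright-Glo addition at room temperature.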
ALOX12 inh – inhibitors of human 12S-lipoxygenase ALOX12; purified 12hLO, xylenol orange hydroperoxide absorbance; P18054; 1.1% of 580,000 active; Potency, µM (series often up to 108 µM), for the others: top-dose activity change, negative = inhibition, hits mostly inhibitors; also: potency is read from the fitted curve at half-maximal effect; % is scaled to controls: 0 for no effect and ±100 for the full control effect
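Hydroperoxide product was detected by ferrous iron/xylenol orange as the 573 to 405 nm absorbance ratio. Arachidonic acid at 40 uM (final) was turned over for 30 min at room temperature by 150 nM human 12hLO, pH 7.0 Hepes buffer, after 15 min compound preincubation.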
Starred values were filed as active, the others as inactive; ? = inconclusive; nt = no result given; & = joins results of further samples; [ ] = remark or other dose. Unless noted, calls follow the shape of the dose curve; as a rule, active = well fitted curve in the direction sought with a large enough effect; inconclusive = small, poorly fitted or top-dose-only effect, or another doubt; inactive = no such curve, though single readings can be large; an effect the other way counts as inactive or inconclusive. This is a subset, so the mix of outcomes need not match the whole.

SMILES	RGS4 inhibitor	D2 antagonist	Vif-A3F inh	D2 ag	Vif-A3G inh	ERG Ets-DNA blk	LDHA block	Glioma ERSR ind	ALOX12 inh
C=CCn1c(O)c(C(CC)=NCC2CCCO2)c(=O)[nH]c1=O (stereo not drawn)	20%	-4	8%	-0.2	0%	6%	-13	-1%	120%[activator]
CC(N)C(=O)NC1C2C(=C(O)CC(O)C2O)C(=O)OC1(C)C(Cl)Cl (stereo not drawn)	6%	nt	3%	nt	-13%	5%	0	-6%	?
Cc1ccsc1C(=O)C1CCCN(Cc2ccccc2O)C1 (stereo not drawn)	-10%	15	-7%	-2.2	-7%	-8%	-10	-3%	-12%
N#Cc1cc(F)c(N2CCNCC2)cc1Cl	-7%	nt	-9%	nt	1%	-2%	0	-6%	15%
Cc1nc2c(-c3ccc(F)cc3)c(C)nn2c(C)c1CCC(=O)N1CCC2(CC1)OCCO2	6%	3	-1%	0.6	0%	0%	-4	1%	-8%
COc1cc2c(cc1O)C[C@H]1c3c(cc(O)c(OC)c3-2)CCN1C	-8%	-1	-6%	1.1	-3%	5%	1	-3%&-5%	-20%
CC(O)(CS(=O)(=O)c1cccc(C(F)(F)F)c1)C(=O)Nc1cccc(C(F)(F)F)c1 (stereo not drawn)	5%	nt	-3%	nt	-3%	-3%	5	-4%	?
O=c1c2ccccc2nc(-c2ccccc2Cl)n1-c1cccc(O)c1	5%	-6	-6%	-0.1	0%	18%	-3	-6%	?
COc1cccc(-c2nc(CS(=O)CC(=O)N3CCC4(CC3)OCCO4)c(C)o2)c1 (stereo not drawn)	10%	-31	6%	2.3	1%	3%	0	-3%	-1%
c1cc2c(cc1CCNC1C3CC4CC(C3)CC1C4)OCO2 (stereo not drawn)	1%	-4	-22%	0.4	0%	-1%	-17	-5%	-20%
CCCC[N+]12CCC(CC1)C(C(O)(c1ccccc1)c1ccccc1)C2 (stereo not drawn)	-3%	-8	9%	0.6	4%	0%	-13	-4%	12%
O=C(Cc1ccccc1)N1CCN(CCCc2ccccc2)CC1	-7%	-9	-6%	2.5	-4%	0%	?	-2%	0.89µM*
C/C=C(\C)C(=O)N[C@@H](c1ccccc1)[C@@H](O)C(=O)O[C@H]1C[C@@]2(O)[C@@H](OC(=O)c3ccccc3)C3[C@](C)(C(=O)[C@H](OC(C)=O)C(=C1C)C2(C)C)[C@H](O)C[C@H]1OC[C@@]31OC(C)=O (stereo partly drawn)	0%	-2	3%	-0.7	-31%	4%	-1	-4%	37%[activator]
Cc1ccc(NC(=O)CCNC(=O)N2C[C@H]3C[C@@H](C2)c2cccc(=O)n2C3)c(C)c1	9%	-4	-5%	-0.1	-4%	-1%	-11	-1%	26%
CCc1ccccc1N1C(=O)/C(=C/c2ccc(N3CCN(C)CC3)o2)C(=O)NC1=S	-25%	-2	?	11	-21%	44%[activator]	9	-2%	?
COC(=O)C1=C(c2ccc(Cl)c(C(F)(F)F)c2)C[C@@H]2CC[C@H]1N2C(=O)NCCO	-9%	2	0%	-0.9	0%	-11%	-2	-2%	2%
Cc1ccc(S(=O)(=O)Nc2ccc3ncccc3c2[N+](=O)[O-])cc1	?	nt	8%	nt	-7%	-1%	3	-5%	-21%
COC(=O)C1=C(c2ccc3ccccc3c2)C[C@@H]2CC[C@H]1N2C	18%	-18	-1%	-0.3	0%	2%	-1	2%	0%
CCOC(=O)C1=C(C)OC(N)=C(C#N)C12C(=O)N(C)c1ccccc12 (stereo not drawn)	-6%	-10	9%	-0.4	-9%	-4%	4	0%	0%
Cc1ccc(-n2c(O)c(C=NC3CCCC3)c(=O)[nH]c2=O)c(C)c1	2%	-2	-5%	-0.8	0%	-3%	-3	1%	0%
COc1cc(C(=S)N2CCOCC2)cc(OC)c1OC(=O)Cc1ccccc1	?	-5	12%	0.7	4%	0%	-4	-5%	-22%
Cc1cc(NC(=O)COC(=O)c2c(C)nn(Cc3ccccc3Cl)c2C)no1	-6%	-2	0%	nt	-6%	4%	-2	-7%	2%
CCc1cccc(NC(=O)CN2C(=O)CN=C(c3ccccc3F)c3cc(Cl)ccc32)c1	6%	nt	-4%	0.1	-4%	0%	-1	-5%	?
O=C(c1ccccc1)N1CCC2(CC1)OCCO2	4%	-10	-1%	0.6	0%	-1%	-1	-3%	53%[activator]
COC(=O)C1=C(c2ccc(F)cc2OCc2ccccc2)C[C@@H]2CC[C@H]1N2C(=O)NCc1ccc(C(C)(C)C)cc1	40%	-5	3%	0.1	-10%	-7%	-10	-1%	-11%
CC(Cc1ccccc1)NC(=O)/C=C/C(=O)O (stereo not drawn)	-3%	6	1%	1.9	-1%	6%	-1	-3%	-10%
CCOC(=O)C1(CCc2ccccc2)CCN(Cc2ccc3c(c2)OCCO3)CC1	-8%	nt	-4%	nt	2%	-3%	-3	-5%	-6%
CCOC(=O)c1c(C)n(Cc2ccccc2)c2ccc(OCC(O)CNC(C)(C)C)cc12 (stereo not drawn)	-7%	-2	0%	1.4	0%	1%	5	-5%	0%
COc1cccc(OC)c1CN1CCCC(C(=O)c2cccc(Cl)c2)C1 (stereo not drawn)	17%	nt	1%	nt	3%	8%	2	-5%	?
CC(=O)Nc1ccc(C(=O)OCC(=O)Nc2ccc(Cl)cc2C(=O)c2ccccc2)cc1	10%	nt	-6%	nt	-6%	2%	-6	-3%	-6%
CC1=CP(=O)(Oc2ccc([N+](=O)[O-])cc2)CC1 (stereo not drawn)	nt	nt	-4%	nt	-1%	nt	-1	2%	-19%
CSc1ncc(/C=C2/C(=O)NC(=O)N(c3ccc(Cl)cc3)C2=O)cn1	?	3	7%	-0.3	0%	1%	-1	-1%	-23%
CC(C)n1c(=O)c(C=Nc2ccc(S(N)(=O)=O)cc2)c(O)n(Cc2ccco2)c1=O	-21%	-6	-19%	1.0	-21%	-2%	-14	-6%	-12%
CC(CC(C)(C)N1CC1)=NO	12%	nt	-1%	nt	0%	nt	-6	-7%	1%
C[C@]12CC[C@H]3[C@@H](CCC4=CC(=O)CC[C@@]43O)[C@@H]1CCC2=O	-13%	1	-1%	0.6	-2%	9%	-2	-4%	5%
Cc1sc2ncn(CC(=O)NCCCC(=O)N3CCC4(CC3)OCCO4)c(=O)c2c1C	-22%	7	9%	0.4	1%	0%	11	-3%	0%
C[C@]1(O)CCC2C3CC[C@@H]4CC(=O)CC[C@]4(C)C3CC[C@@]21C (stereo partly drawn)	-6%	nt	-6%	nt	2%	-7%	-2	-6%	-15%
CC(C)c1cc(Br)c(NC(=O)Nc2cccnc2)c(Br)c1	30%	3	-6%	-0.8	-1%	-6%	-5	-3%	6%
CC(NCc1ccc(Cl)c(Cl)c1)C(O)c1ccccc1 (stereo not drawn)	-9%	-13	-4%	0.1	-3%	nt	-6	-2%	-3%
O=C(COC(=O)c1ccccc1)Nc1ccc(Cl)cc1C(=O)c1ccccc1	-30%	-16	-2%	-1.6	0%	-5%	6	-3%	?
CC(=O)O[C@H]1CCC2C3CCC4=CC(=O)CCC4=C3C=C[C@@]21C (stereo partly drawn)	-39%	nt	0%	nt	2%	-24%	14	-5%	-11%
CSc1ccc(C(=O)C2CCCN(CCCn3cccn3)C2)cc1 (stereo not drawn)	-23%	36*	6%	-0.3	8%	2%	-8	-3%	-2%
Cc1c(C(=O)Nc2ccccc2)cc(-c2ccccc2)n1CCCN1CCOCC1	-2%	-14	5%	0.2	-1%	-10%	1	-3%	124%[activator]
CN1CCN(C(=O)COc2ccc(Oc3ccccc3)cc2)CC1	6%	-1	11%	2.1	2%	-13%	-3	10%	-5%
Cc1cccc(-n2c(O)c(/C=C3/C(c4ccccc4)=Nc4ccccc43)c(=O)[nH]c2=O)c1	-48%	-3	?	0.4	-17%	13%	-2	20%	-23%
O=C(NC1CCCCC1)N1C[C@H]2C[C@@H](C1)c1cccc(=O)n1C2	15%[56.9 µM]	3	6%	0.8	0%	9%	-9	1%	-2%
O=C(Cc1ccccc1)c1ccccn1	-4%	nt	?	nt	?	nt	12	-2%	-32%
CN1C(=O)C(C2c3ccccc3C(=O)N2Cc2ccc([N+](=O)[O-])cc2)C(=O)N(C)C1=O (stereo not drawn)	-22%	5	-2%	0.4	2%	-1%	0	-5%	-31%
CCN1CCN(C(=O)COc2ccc(S(=O)(=O)N3CCOCC3)cc2Cl)CC1	-12%	26	12%	-0.1	0%	-10%	-3	-4%	?
CC[N+](CC)(CC)CC	2%[56.9 µM]	-1	-3%	-1.1	-2%	-2%	-4	-5%&-4%&7%	-28%
COC(=O)C1=C(c2ccc(F)cc2F)C[C@@H]2CC[C@H]1N2C(=O)NCc1ccc(C(F)(F)F)cc1	-3%	5	0%	0.2	2%	4%	3	-3%	-2%

Already shown: two of the compounds above.
SMILES	RGS4 inhibitor	D2 antagonist	Vif-A3F inh	D2 ag	Vif-A3G inh	ERG Ets-DNA blk	LDHA block	Glioma ERSR ind	ALOX12 inh
CC[N+](CC)(CC)CC	2%[56.9 µM]	-1	-3%	-1.1	-2%	-2%	-4	-5%&-4%&7%	-28%
COC(=O)C1=C(c2ccc(F)cc2F)C[C@@H]2CC[C@H]1N2C(=O)NCc1ccc(C(F)(F)F)cc1	-3%	5	0%	0.2	2%	4%	3	-3%	-2%
